# Source: PubChem BioAssay (National Center for Advancing Translational Sciences (NCATS))
# rTrxR1 inhibitor = qHTS Assay for Inhibitors of Mammalian Selenoprotein Thioredoxin Reductase 1 (TrxR1): qHTS; Thioredoxin reductase 1, cytoplasmic (Rattus norvegicus), O89049; recombinant rTrxR1, NADPH fluorescence consumption, selenite substrate; Potency, µM (top dose mostly 114 µM), without a hit: top-dose activity change, negative = inhibition, hits mostly inhibitors; 1% of 390,000 active; AID 588453, 2011; note: potency is the fitted concentration of half-maximal effect; % is set by controls: 0 for no effect and ±100 for the full control effect; nearly all actives have a fitted effect of over 65% in size
#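 Rat TrxR1 (90 nM in the dispensed reagent) was pre-reduced with 400 uM NADPH for 5 min at room temperature, then incubated with compound for 15 min. After 400 uM selenite was added, NADPH fluorescence (Ex 340/Em 450 nm) was followed for 8 min.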
# Pin1 inhibitor = qHTS Assay to Find Inhibitors of Pin1. Peptidyl-prolyl cis-trans isomerase NIMA-interacting 1 (Homo sapiens), Q13526. Pin1 FP peptide displacement, HiFluor488, 10 min. Potency, µM (top dose mostly 115 µM), without a hit: at the top dose activity, negative = inhibition, actives largely listed as inhibitors. 0.009% of 390,000 active. AID 504891, 2011; active = well fitted inhibition curve with a large enough effect in the polarisation, with a control signal flat, not every such curve was filed as active; inconclusive = small, poorly fitted or top-dose-only effect, or effect the other way, or a change in a side signal; inactive = no such curve, though single readings can be large or run the other way; the % refers to the polarisation; note: potency is the fitted concentration of half-maximal effect; % is set by controls: 0 for no effect and ±100 for the full control effect
# Target sequence (Q13526 whole entry, looked up): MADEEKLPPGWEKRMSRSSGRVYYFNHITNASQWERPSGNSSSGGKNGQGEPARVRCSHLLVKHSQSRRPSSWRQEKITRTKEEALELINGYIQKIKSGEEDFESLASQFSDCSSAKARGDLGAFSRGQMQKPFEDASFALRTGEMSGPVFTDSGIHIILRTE
# PI4K2A block = qHTS for small molecular inhibitors of PI4K2A; purified PI4K2A, ADP-Glo luminescence, 1 h; active compounds read low; 0.13% of 420,000 active; activity change, negative = inhibition, % at 76.9 µM; AID 1346378, 2018; in the data active = activity change below about -50%; inconclusive = mostly about -30% to -49%;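 note: -100% = wells without enzyme as full effect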
# Target sequence (Q9BTU6 whole entry, looked up): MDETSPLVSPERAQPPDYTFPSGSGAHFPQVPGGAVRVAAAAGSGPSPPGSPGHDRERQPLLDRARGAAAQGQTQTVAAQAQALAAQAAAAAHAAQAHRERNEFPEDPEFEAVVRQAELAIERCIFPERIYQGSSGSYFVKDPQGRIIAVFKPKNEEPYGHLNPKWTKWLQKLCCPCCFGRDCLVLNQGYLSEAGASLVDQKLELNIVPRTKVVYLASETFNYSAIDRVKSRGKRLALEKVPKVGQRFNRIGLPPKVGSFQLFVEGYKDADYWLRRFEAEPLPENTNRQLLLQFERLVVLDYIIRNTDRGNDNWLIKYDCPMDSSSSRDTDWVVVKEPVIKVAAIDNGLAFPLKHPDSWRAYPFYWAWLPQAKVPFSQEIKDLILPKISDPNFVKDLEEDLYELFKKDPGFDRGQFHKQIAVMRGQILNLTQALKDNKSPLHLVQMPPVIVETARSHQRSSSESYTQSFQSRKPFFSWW
#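 ADP-Glo luminescence measured ADP generated by PI4K2A enzyme (4 ug/mL before mixing) with 1.2 mM PI substrate (pre-mix) and 300 microM ATP (pre-mix). Tris pH7.5 buffer with MgCl2, Triton X-100; 1 h reaction at ambient temperature.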
# GLS inh = qHTS for Inhibitors of Glutaminase (GLS); Glutaminase kidney isoform, mitochondrial (Homo sapiens), O94925; GLS enzymatic activity, qHTS titration; Potency, µM (series often up to 45.5 µM), inactives show at the top dose activity change, negative = inhibition, hits mostly inhibitors; 0.21% of 410,000 active; AID 624170, 2012; note: potency is the fitted concentration of half-maximal effect; % is set by controls: 0 for no effect and ±100 for the full control effect
#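 Assay buffer: 45 mM KH2PO4 pH 8.2, 0.02% Tween-20. hKGA acts on L-glutamine (1 mM solution added); product glutamate is reported by an oxidase/peroxidase Amplex Red coupling, with fluorescence taken at baseline and 30 min.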
# mIDH1 inhibitor = qHTS for Inhibitors of mutant isocitrate dehydrogenase 1 (IDH1): qHTS; Isocitrate dehydrogenase [NADP] cytoplasmic (Homo sapiens), O75874; IDH1-R132H enzyme, NADPH consumption, diaphorase/resazurin fluorescence; Potency, µM (series often up to 76.6 µM), for the others: top-dose activity change, negative = inhibition, hits mostly inhibitors; 0.093% of 390,000 active; AID 602179, 2012; note: potency is the fitted concentration of half-maximal effect; % is set by controls: 0 for no effect and ±100 for the full control effect; nearly all actives have a fitted effect of over 65% in size
#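 IDH1-R132H (0.5 ug/mL dispensed) in pH 7.5 Tris buffer was preincubated 30 min with compound, then given a substrate mix of 0.016 mM NADPH and 2 mM alpha-KG for 80 min at room temperature; remaining NADPH was read by diaphorase/resazurin fluorescence.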
# HP1b chromo inh = HTS for Inhibitors of HP1-beta Chromodomain Interactions with Methylated Histone Tails | Chromobox protein homolog 1 (Homo sapiens), P83916 | AlphaScreen HP1-beta / biotin-H3K9me3 peptide binding | Potency, µM (titrated, usually from 114 µM), inactives show top-dose activity change, negative = inhibition, hits mostly inhibitors | 0.56% of 390,000 active | AID 540317, 2011; note: potency is the fitted concentration of half-maximal effect; nearly all actives have a fitted effect of over 70% in size; inactives centre near 23
# Target sequence (P83916 whole entry, looked up): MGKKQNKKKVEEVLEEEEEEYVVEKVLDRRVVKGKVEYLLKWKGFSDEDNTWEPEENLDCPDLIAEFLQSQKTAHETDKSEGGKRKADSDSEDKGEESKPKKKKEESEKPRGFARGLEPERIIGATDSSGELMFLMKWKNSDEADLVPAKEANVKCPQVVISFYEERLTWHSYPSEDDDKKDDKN
#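 Compound inhibition of the preformed complex between 50 nM HP1-beta and 50 nM biotinylated H3K9me3 peptide was read by AlphaScreen. Buffer was PBS pH 7.4 with 0.01% Tween-20. Incubations ran 30 min at room temperature, with 10 ug/mL donor/acceptor beads.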
# Tb PGK inh = qHTS Assay to Find Inhibitors of Phosphoglycerate Kinase | Potency, µM (doses to about 57.5 µM), inactives show at the top dose activity change, negative = inhibition, actives largely listed as inhibitors | PGK/GAPDH coupled, Kinase-Glo luminescence, 60 min | 0.043% of 380,000 active | AID 602233, 2012 | Phosphoglycerate kinase, glycosomal (Trypanosoma brucei brucei), P07378; note: potency is the fitted concentration of half-maximal effect; % is set by controls: 0 for no effect and ±100 for the full control effect; nearly all actives have a fitted effect of over 60% in size
#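 Luminescent ATP detection (Kinase-Glo Plus) follows a 60-minute room-temperature incubation, with wells lacking PGK as controls. Buffer: 100 mM TEA (pH 7.6), 5 mM MgCl2, 0.01% Tween-20. Coupling enzyme GAPDH (100 nM final) supplies unstable 1,3-BPG in-well.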
# TrxR1 substrate = qHTS Assay for Substrates of Mammalian Selenoprotein Thioredoxin Reductase 1 (TrxR1): qHTS; Thioredoxin reductase 1, cytoplasmic (Rattus norvegicus), O89049; Potency, µM (titrated, usually from 114 µM), for inactives: at the highest dose activity change, negative = substrate turnover; purified TrxR1 substrate turnover, NADPH consumption readout; 0.01% of 390,000 active; note: potency is the fitted concentration of half-maximal effect; % is set by controls: 0 for no effect and ±100 for the full control effect; nearly all actives have a fitted effect of over 50% in size
#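 Rat TrxR1, dispensed at 90 nM, was prereduced with 400 uM NADPH (final) for 5 min at ~22 deg C, then incubated with compound 15 min before 400 uM selenite. A first-read NADPH fluorescence drop versus no-compound background flagged substrates.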
# USP1 inh = Inhibitors of USP1/UAF1: Primary Screen | Ubiquitin carboxyl-terminal hydrolase 1 (Homo sapiens), O94782 | recombinant USP1/UAF1, Ub-Rhodamine cleavage fluorescence | Potency, µM (highest dose often 57.1 µM), for inactives: at the top dose activity change, negative = inhibition, actives largely listed as inhibitors | 0.23% of 390,000 active; note: potency is the fitted concentration of half-maximal effect; % is set by controls: 0 for no effect and ±100 for the full control effect; nearly all actives have a fitted effect of over 60% in size; inactives centre near -12
#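 USP1/UAF1 complex at 1 nM was preincubated with compound for 15 min at room temperature, then Ub-Rho substrate (150nM final) was added. Fluorescence (480/540 nm) was read kinetically, 6 reads every 60 seconds.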
# An asterisk follows results filed as active; i = inactive; u = inconclusive; x = not tested or not shown; [ ] = dose if it differs, or a comment. Unless noted, calls come from the whole dose curve; as a rule, active = well fitted curve in the direction sought with a large enough effect; inconclusive = small, poorly fitted or top-dose-only effect, or another doubt; inactive = no such curve, though single readings can be large; an effect the other way counts as inactive or inconclusive. The list is partial, so the mix of outcomes need not match the whole.
SMILES | rTrxR1 inhibitor | Pin1 inhibitor | PI4K2A block | GLS inh | mIDH1 inhibitor | HP1b chromo inh | Tb PGK inh | TrxR1 substrate | USP1 inh
CCOC(=O)N1CCN(C(=O)c2cccc(F)c2)CC1 | 1% | 9% | -4 | 17% | -15% | 49%[activator] | 2% | -4% | -16%
CCCOc1ccc(C(=O)CCNc2cccc(Cl)c2)cc1 | u | 5% | 4 | 0% | 5% | 41%[activator] | i | 2%[57.1 µM] | -6%
COc1ccc(CNC(=O)CN(C(=O)c2csnn2)c2cccc(C(C)=O)c2)cc1 | 20%[57.1 µM] | -13% | 3 | -5% | 3% | -9% | -1% | 7%[57.1 µM] | -16%
Cc1cccc(C(=O)Nc2ccc(OCc3cc(=O)n4c5c(sc4n3)CCCC5)cc2)c1 | 8% | -2% | 2 | 6% | 20% | 22% | 1% | 1% | -9%
CCOc1cc(C2C3=C(CC(C)(C)CC3=O)N(CCCOC)C3=C2C(=O)CC(C)(C)C3)ccc1O | 18% | -4% | 1 | -1% | -3% | 45%[activator] | -11% | -1% | -7%
Cc1nnc(NC(=O)CSc2nnc3scc(-c4ccc(C)c(C)c4)n23)s1 | -13% | 0% | 0 | -19% | 2% | 73%[activator] | -6% | -10% | -10%
O=S(=O)(Cc1ccccc1)c1ccccc1-c1nnc(-c2ccccc2)o1 | 18%[57.1 µM] | 1% | -2 | 0% | 3% | 27% | i | 11%[57.1 µM] | -24%
CCCc1cc(=O)[nH]c(SCC(=O)Nc2ccc(OC)c(S(=O)(=O)N3CCCCC3)c2)n1 | 12% | 5% | 3 | 7% | -5% | 46%[activator] | 7% | 1% | -2%
COc1cccc(/C(O)=C2\C(=O)C(=O)N(c3ccccn3)C2c2ccccc2OC)c1 (configuration not stated) | -24% | 1% | 4 | 31%[activator] | 12% | 18% | 2% | -3% | 0%
Cc1oc(-c2ccc(C(=O)NCc3ccc(F)cc3)cc2)nc1CS(=O)c1ccccc1 (configuration not stated) | -15% | 0% | -1 | -1% | -23% | 35% | 2% | -3% | -3%
CCn1c(=O)c2c(O)cc(=O)oc2c2ccccc21 | 11%[57.1 µM] | 0% | -3 | -4% | 1% | 26% | i | -3%[57.1 µM] | 1%
O=[N+]([O-])c1nn(-c2ccc3c(c2)OCCO3)n(O)c1=NCc1ccc(F)cc1Cl | 7% | u | 0 | -2% | 7% | 7% | 4% | -1% | -10%
CC1CCN(C(=O)c2ccc(CS(=O)(=O)Cc3ccccc3)cc2)CC1 | -6% | 0% | -1 | 7% | 7% | 11% | -7% | -7% | -8%
COc1ccc(NC(=O)CSc2nnc(-c3ccccn3)n2N)cc1Cl | 14% | 1% | 7 | -5% | 3% | 27% | 2% | 6% | -17%
CCOC(=O)c1sc2nc(C)nc(NCc3ccccc3)c2c1C | 25% | -1% | -2 | 1% | -4% | 77%[activator] | x | 65%[activator] | -21%

# Overlap with the part before: two entries; new compounds follow.
SMILES | rTrxR1 inhibitor | Pin1 inhibitor | PI4K2A block | GLS inh | mIDH1 inhibitor | HP1b chromo inh | Tb PGK inh | TrxR1 substrate | USP1 inh
COc1ccc(NC(=O)CSc2nnc(-c3ccccn3)n2N)cc1Cl | 14% | 1% | 7 | -5% | 3% | 27% | 2% | 6% | -17%
CCOC(=O)c1sc2nc(C)nc(NCc3ccccc3)c2c1C | 25% | -1% | -2 | 1% | -4% | 77%[activator] | x | 65%[activator] | -21%
COc1ccc(NC(=O)c2cc(CN3CCCC3)on2)cc1Cl | 4%[57.1 µM] | 1% | -1 | 1% | 2% | 16% | -9% | -4%[57.1 µM] | -7%
Cc1ccccc1OCC(=O)N/N=C/c1ccc(Sc2nc3ccccc3s2)o1 | 3%[57.1 µM] | u | 1 | -6% | 27% | 18% | 3% | 1%[57.1 µM] | -10%
COc1ccc(CN(CCC(c2ccccc2)c2ccco2)C(=O)c2ccco2)cc1 (configuration not stated) | u | 48%[activator] | -10 | -5% | -1% | 7% | -3% | 8% | -19%
CN(CC(=O)Nc1ccc(Cl)c(Cl)c1)C1CCCCC1 | 17% | -4% | 6 | -2% | 3% | u | i | 2% | -24%

# Structures above with a Cl atom (five):
SMILES | rTrxR1 inhibitor | Pin1 inhibitor | PI4K2A block | GLS inh | mIDH1 inhibitor | HP1b chromo inh | Tb PGK inh | TrxR1 substrate | USP1 inh
CCCOc1ccc(C(=O)CCNc2cccc(Cl)c2)cc1 | u | 5% | 4 | 0% | 5% | 41%[activator] | i | 2%[57.1 µM] | -6%
O=[N+]([O-])c1nn(-c2ccc3c(c2)OCCO3)n(O)c1=NCc1ccc(F)cc1Cl | 7% | u | 0 | -2% | 7% | 7% | 4% | -1% | -10%
COc1ccc(NC(=O)CSc2nnc(-c3ccccn3)n2N)cc1Cl | 14% | 1% | 7 | -5% | 3% | 27% | 2% | 6% | -17%
COc1ccc(NC(=O)c2cc(CN3CCCC3)on2)cc1Cl | 4%[57.1 µM] | 1% | -1 | 1% | 2% | 16% | -9% | -4%[57.1 µM] | -7%
CN(CC(=O)Nc1ccc(Cl)c(Cl)c1)C1CCCCC1 | 17% | -4% | 6 | -2% | 3% | u | i | 2% | -24%
